Screening data as filed in PubChem.
CCT modulator: changes cytosolic chaperonin activity. 360,000 tested, 0.3% active. activity change, % (no concentration beside the values), hits read low. purified chaperonin ATPase assay, HTRF ADP detection, 30 min; in the data active = activity change below about -30%; note: % is set by controls: 0 for no effect and ±100 for the full control effect
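TRiC (40 or 20 nM final, by batch activity) in 30 mM Tris pH 7.4, 100 mM KCl, 5 mM MgCl2, 1 mM DTT was treated with compound at 76 uM single dose, then 10 uM ATP, 30 min at 37 °C. ADP was read by HTRF Transcreener.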
A549 tox: counter-screen for Nrf2 inhibitors: cytotoxicity in A549 cells; A549 ARE-Fluc cells, CellTiter-Fluor viability, 18-24 h; Potency, µM (titrated, usually from 46 µM), without a hit: at the highest dose activity change, negative = cytotoxicity, hits mostly inhibitors; 390,000 tested, 0.16% active; AID 504648; note: potency is the fitted concentration of half-maximal effect; % is set by controls: 0 for no effect and ±100 for the full control effect
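Cytotoxicity counterscreen: CellTiter-Fluor fluorescence was measured in A549 ARE_Fluc cells after 18-24 h of compound exposure in a concentration series. The subsequent BugLite luminescent read reports ARE-luciferase activity.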
EPAC2 agonist: agonists of human EPAC2 (RAPGEF4); EPAC2 activation, biochemical qHTS; response scale: 100% = 6.5 mM cAMP response; Potency, µM (titrated, usually from 154 µM), for inactives: at the highest dose activation, usual class: activators; 360,000 tested, 0.079% active; AID 720711; note: potency is the fitted concentration of half-maximal effect; nearly all actives have a fitted effect of over 50% in size
Target sequence (Q8WZA2 whole entry, looked up): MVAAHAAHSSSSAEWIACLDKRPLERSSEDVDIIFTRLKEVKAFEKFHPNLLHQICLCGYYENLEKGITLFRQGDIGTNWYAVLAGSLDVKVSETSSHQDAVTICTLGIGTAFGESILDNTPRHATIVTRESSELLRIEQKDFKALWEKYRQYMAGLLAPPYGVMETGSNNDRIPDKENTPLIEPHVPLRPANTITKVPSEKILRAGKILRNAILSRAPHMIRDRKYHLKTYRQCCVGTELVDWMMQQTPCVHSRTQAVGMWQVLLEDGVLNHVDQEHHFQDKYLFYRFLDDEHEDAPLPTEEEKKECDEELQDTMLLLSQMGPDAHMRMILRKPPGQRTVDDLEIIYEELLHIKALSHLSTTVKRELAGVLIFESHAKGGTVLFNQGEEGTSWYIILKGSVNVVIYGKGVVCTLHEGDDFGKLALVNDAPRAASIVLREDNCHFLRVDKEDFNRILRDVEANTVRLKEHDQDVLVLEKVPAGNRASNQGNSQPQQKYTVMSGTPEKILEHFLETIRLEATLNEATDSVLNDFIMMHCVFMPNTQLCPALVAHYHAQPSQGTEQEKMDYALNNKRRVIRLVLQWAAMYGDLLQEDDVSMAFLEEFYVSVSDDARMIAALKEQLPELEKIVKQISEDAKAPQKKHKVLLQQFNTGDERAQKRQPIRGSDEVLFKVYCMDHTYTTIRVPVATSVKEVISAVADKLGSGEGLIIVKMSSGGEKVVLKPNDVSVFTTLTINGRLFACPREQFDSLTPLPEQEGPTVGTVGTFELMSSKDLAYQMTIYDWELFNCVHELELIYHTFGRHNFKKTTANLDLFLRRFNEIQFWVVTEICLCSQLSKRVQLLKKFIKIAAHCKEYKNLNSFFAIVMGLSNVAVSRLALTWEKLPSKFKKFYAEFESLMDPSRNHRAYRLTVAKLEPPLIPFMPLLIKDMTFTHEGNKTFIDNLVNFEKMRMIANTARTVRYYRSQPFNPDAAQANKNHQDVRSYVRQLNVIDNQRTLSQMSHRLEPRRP
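In this primary screen, activation is scored as increased exchange of BODIPY-GDP from Rap1B by 100 nM EPAC2, with 50 uM GDP as competitor. Signal is normalized to the 6.5 mM cAMP agonist control.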
EPAC2 antagonist: blocks human EPAC2 exchange factor; Q8WZA2; 360,000 tested, 0.18% active; EPAC2 GEF exchange of Rap1B-BODIPY-GDP, fluorescence; Potency, µM (highest dose often 114 µM), without a hit: at the highest dose activity, negative = inhibition, usual class: inhibitors; note: potency is the fitted concentration of half-maximal effect; % is set by controls: 0 for no effect and ±100 for the full control effect; nearly all actives have a fitted effect of over 45% in size; many of its hits are not listed in these tables
TGFb SMAD3 inh: TGF-b pathway inhibition; AID 588855; Potency, µM (top dose mostly 46.1 µM), for the others: at the highest dose activity, negative = inhibition, usual class: inhibitors; 410,000 tested, 1.2% active; HepG2 CAGA-GFP TGF-b/SMAD3 reporter, GFP fluorescence, 18 h; TGF-beta stimulated, 500 pg/mL final; note: potency is the fitted concentration of half-maximal effect; % is set by controls: 0 for no effect and ±100 for the full control effect; nearly all actives have a fitted effect of over 65% in size
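TGF-beta reporter screen: HEPG2 CAGA-GFP, 1% FBS, 500 pg/mL TGF-beta final, 18 h; per-cell GFP summed per well; curves fitted and categorized by class.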
pAkt inh: blocks phosphorylation of Akt | activity change, % for hits at 50 µM | Neuro2A IGF-stimulated pAkt S473 HTRF, 20 min; active compounds read low | AID 651550 | 360,000 tested, 0.32% active; in the data active = activity change below about -80%; inconclusive = mostly about -51% to -80%; note: % is set by controls: 0 for no effect and ±100 for the full control effect
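Neuro2A cells (4,500/well, DMEM with 0.5% FBS) were treated with compound at a single 50 µM final concentration, stimulated with 6 nM IGF for 20 min at 37 °C, and lysed. Phospho-Akt Ser473 was read by HTRF as 665/615 ratio ×10^4.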
Nrf2 activator: activates Nrf2 signaling | AREc32 ARE-luciferase reporter (MCF7-derived line), luminescence, 24 h | Potency, µM (series often up to 46.1 µM), inactives show top-dose activation, actives largely listed as activators | 410,000 tested, 0.31% active | AID 624171; note: potency is the fitted concentration of half-maximal effect; % of control where 0% means no effect; nearly all actives have a fitted effect of over 65% in size
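AREc32 cells carrying an ARE-driven firefly luciferase reporter were seeded at 1000 cells/well in OPTI-MEM with 5% FBS, then exposed to compound for 24 hr at 37 deg C. Luminescence was read with Steady-Glo after 30 min at RT.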
Nrf2 inh: Nrf2 pathway inhibition. Potency, µM (titrated, usually from 46 µM), for inactives: top-dose activity change, negative = inhibition, hits mostly inhibitors. 360,000 tested, 2.1% active. A549 ARE-Fluc reporter, luciferase luminescence, 18-24 h; note: potency is the fitted concentration of half-maximal effect; % is set by controls: 0 for no effect and ±100 for the full control effect; nearly all actives have a fitted effect of over 60% in size
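A549 ARE_Fluc cells (5000/well, 5% FBS OPTI-MEM) pre-incubated 2 h, then treated with compounds 18-24 h at 37C/5% CO2 in concentration-response. CellTiter-Fluor viability read first; BugLite luciferase luminescence after 15 min at room temperature gives Nrf2 activity.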
MmCpn inh: inhibitors of Methanococcus maripaludis chaperonin (MmCpn); purified Mm-Cpn ATPase, ADP Transcreener TR-FRET; Potency, µM (top dose mostly 76.9 µM), for the others: at the highest dose activity, negative = inhibition, hits mostly inhibitors; 330,000 tested, 0.031% active; note: potency is the fitted concentration of half-maximal effect; % is set by controls: 0 for no effect and ±100 for the full control effect; nearly all actives have a fitted effect of over 80% in size
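ATPase turnover read by TR-FRET ADP competition (Eu cryptate antibody/ADP-d2, 665/590 nm): 10uM ATP final, 25nM Mm-CPN final, 30 min 37degC after 10-min compound preincubation, pH 7.4 Tris/KCl/MgCl2/DTT buffer.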
An asterisk follows results filed as active; i = inactive; ? = inconclusive; / = not tested or not shown; [ ] = another dose, or the depositor's remark. Unless noted, calls come from the whole dose curve; as a rule, active = well fitted curve in the direction sought with a large enough effect; inconclusive = small, poorly fitted or top-dose-only effect, or another doubt; inactive = no such curve, though single readings can be large; an effect the other way counts as inactive or inconclusive. The list is partial; the hit share may differ from the screen's.

item	Structure	Nrf2 activator	pAkt inh	MmCpn inh	EPAC2 antagonist	EPAC2 agonist	A549 tox	CCT modulator	Nrf2 inh	TGFb SMAD3 inh
1	Cc1cc(NS(=O)(=O)c2ccc(NC(=O)C(C)Oc3cc(C)c(Cl)c(C)c3)cc2)no1 (stereo not given)	2.8%	i	-1%	-1%	-3%	-3%	-0.3	-11%	11%
2	COC(=O)C1CCN(C(=O)Cn2nnc(-c3cccc(F)c3)n2)CC1	-0.5%	i	0%	0%	-4%	2%	-1.7	-9%	6%
3	CCc1ccc(NCc2cc3ccc(OC)cc3n(CC(=O)Nc3ccc(C)c(Cl)c3)c2=O)cc1	-0.8%	/	/	/	/	5%	/	29%	22%
4	NC(=S)N/N=C/c1c[nH]c2ccc(OCc3ccccc3)cc12	7.7%	i	1%	-8%	10%	4%	-2.9	?	?
5	COc1ccc(F)cc1C(=O)C1CCCN(Cc2ccc(Oc3ncccn3)cc2)C1 (stereo not given)	-0.5%	i	-1%	-1%	8%	-7%	-4.2	2%	-27%
6	Cc1ccccc1NC(=S)NNC(=O)c1ccncc1	-0.7%	i	2%	7%	-2%	1%	-3.4	3%	-5%
7	COc1ccc(NC(=S)N2CCC(N(C)CC3CCCO3)CC2)cc1 (stereo not given)	-0.2%[9.22 µM]	i	0%	6%	-1%	5%	-1.1	-10%	0%
8	O=C(Cc1cccc2ccccc12)NCC(=O)Nc1ccccc1F	1.8%	i	3%	1%	11%	0%	-0.5	-15%	4%
9	O=C(OCc1ccccc1)/C(=C/c1cccc2ccccc12)NC(=O)c1ccccc1	-0.4%	i	1%	-13%	2%	1%	-0.9	4%	3%
10	CC(C)(C)c1nc(SCC(=O)NCc2ccco2)c2ccccc2n1	?	i	-7%	-1%	0%	8%	1.0	2%	0%
11	COCC(=O)Oc1c(S(=O)(=O)c2ccccc2)c(C)nn1C(C)(C)C	0.0%	i	0%	-25%	1%	4%	1.5	-10%	-1%
12	N#Cc1ccc(-c2ccccc2)nc1SCCN1CCOCC1	8.8%	i	-2%	-7%	14%	10%	0.5	2%	-19%
13	COc1ccc(OC)c(N(C)S(=O)(=O)c2cc3c(cc2C)NC(=O)CO3)c1	0.6%	i	0%	-14%	11%	-1%	-2.0	14%	-9%
14	O=c1cnc2ccccc2n1Cc1ccccc1	-2.2%	i	/	15%	8%	/	-10	/	-1%
15	COc1cccc(CC(=O)OCC(=O)N(C)CC(=O)Nc2ccc(Cl)c(C(F)(F)F)c2)c1	-0.4%	i	-1%	-22%	5%	11%	-2.8	15%	-2%
16	CCOc1ccc(CN2CCNC(=O)C2CC(=O)NCCN2CCOC2=O)cc1 (stereo not given)	0.4%	i	-22%	-27%	-2%	2%	0.7	4%	20%
17	Cc1ccc(OCC(=O)Nc2ccc(N3CCOCC3)cc2)cc1	-0.8%	i	-5%	0%	1%	-10%	-2.6	6%	-1%
18	COC(=O)c1c(C)[nH]c(C(=O)C(C)OC(=O)C2CC(=O)N(CCc3ccccc3)C2)c1C (stereo not given)	0.3%	i	-1%	2%	-1%	-4%	0.2	12%	5%
19	COc1ccc(NC(=O)C2CCN(c3nnnn3-c3ccccc3)CC2)cc1	-1.1%	i	0%	5%	1%	-8%	0.3	8%	0%
20	COc1ccc2c(c1)c1c(c(=O)n(-c3ccccc3C)c(=O)n1Cc1cccc(C(F)(F)F)c1)n2C	-0.3%	/	/	/	/	2%	/	17%	-18%
21	CN=C(Nc1cc(C)nn1CCC#N)c1ccccc1	1.2%	i	1%	0%	10%	5%	-2.7	9%	-1%
22	O=C(NCCCN1CCN(c2ccc(F)cc2)CC1)NC12CC3CC(CC(C3)C1)C2	0.7%	i	2%	0%	6%	-1%	0.1	-1%	4%
23	N#CCC(=O)Nc1ccc(C(=O)OCC(=O)N=c2sccn2Cc2ccccc2Cl)cc1	0.0%	i	-24%	-4%	7%	-3%	1.2	-21%	-9%
24	O=S(=O)(Nc1nc2ccccc2nc1Cl)c1ccc(F)cc1	-0.7%	i	-3%	3%	7%	-6%	-0.5	-18%	?
25	Cc1cc2c(cc1C)C(=O)C(Br)=C(N)C2=O	19%	i	/	12%	-1%	-16%	-1.8	?	-29%
26	Cc1ccc2cc(CN(Cc3ccco3)C(=S)NCC3CCCO3)c(=O)[nH]c2c1 (stereo not given)	4.9%	i	1%	0%	17%	0%	0.6	-17%	-27%
27	O=S(=O)(Nc1ccc2ccccc2n1)c1ccccc1	5.1%	i	?	-3%	-4%	-7%	0.1	15%	-6%
28	CCS(=O)(=O)c1ccc(-c2cccc(NC(=O)COc3ccc(Cl)cc3)c2)nn1	1.4%	i	-1%	-9%	-3%	5%	-0.4	-10%	-5%
29	CCc1ccc(NC(=O)CN2C(=O)CC(c3ccccc3)Sc3ccccc32)cc1 (stereo not given)	0.1%	/	/	/	/	12%	/	14%	11%
30	Cc1ccc(-c2csc(SCC(=O)Nc3cc(C)on3)n2)cc1	-0.8%	i	1%	3%	-3%	-12%	1.4	-15%	14%

Following part
item	Structure	Nrf2 activator	pAkt inh	MmCpn inh	EPAC2 antagonist	EPAC2 agonist	A549 tox	CCT modulator	Nrf2 inh	TGFb SMAD3 inh
31	CC(C)N(C(=O)[C@H]1CC(CC(=O)NCCCN(C)C)C(=O)N2CCc3c([nH]c4ccccc34)[C@]12C)C(C)C (stereo not given in full)	6.7%	i	2%	-13%	-1%	7%	1.7	14%	4%
32	O=C(/C=C/c1ccccc1)N1CCN(Cc2nc3ccccc3c(=O)[nH]2)CC1	0.2%	i	1%	10%	1%	22%	-4.6	-17%	0%
33	COc1cccc(/C=c2\s/c(=C\C(=O)C(C)(C)C)[nH]c2=O)c1	3.4%	i	2%	10%	-9%	-5%	-7.8	4%	-5%
34	CSc1nsc(NC(=O)CCNC(=O)c2ccc([N+](=O)[O-])cc2)n1	0.5%	i	2%	0%	10%	3%	3.6	-32%	9%
35	O=C(Nc1ccc(S(=O)(=O)Nc2nccs2)cc1)c1ccc(F)cc1	-0.6%	i	2%	-11%	2%	2%	-1.4	18%	-3%
36	Cc1ccccc1SCC(=O)NNC(=O)c1ccccc1O	0.4%	i	-1%	-2%	5%	-2%	-1.7	-2%	-19%
37	COc1cccc(OCC(O)CN2CCN(c3ccccn3)CC2)c1 (stereo not given)	-0.4%	i	2%	-2%	5%	1%	0.8	3%	15%
38	CC(C)(C)S(=O)N1Cc2cc(CO)cc(-c3ccccc3)c2[C@H]1CCO (stereo not given in full)	2.7%	i	/	9%	11%	1%	0.7	12%	3%
39	COc1cccc(OC)c1OCCCc1c(C)n[nH]c1C	-0.9%	i	-6%	8%[57.1 µM]	-1%	-12%	2.1	?	8%
40	Cc1ccc(OCC(=O)NCc2ccccn2)cc1	0.2%	i	-3%	3%	-6%	-3%	-1.0	?	?
41	COCCCNC(=O)c1cc(C(=O)c2c(-c3c(Cl)cccc3Cl)noc2C)c[nH]1	-0.1%	i	-19%	8%	8%	?	-3.8	-29%	4%
42	O=C1c2sc3nc4ccccc4n3c2C(=O)N1c1ccccc1Cl	7.5%	i	-2%	1%	11%	7%	1.2	-8%	-5%
43	CCOC(=O)Cc1ccc(NC(=O)c2ccc([N+](=O)[O-])cc2)cc1	0.6%	i	-1%	-1%	-1%	-7%	-3.7	?	-9%
44	Cc1cccc(C(C)C)c1NC(=O)c1cc2ccccc2o1	1.7%	i	0%	?	2%	11%	1.7	20%	-20%
45	Cc1ccc(-c2noc(CCCC(=O)NCC3CCCO3)n2)cc1 (stereo not given)	-0.8%	i	0%	4%	5%	-3%	0.2	?	-4%
46	Cc1cc(NC(=O)Cn2c(=O)nc(-c3ccccc3F)c3cc(Cl)ccc32)ccc1Br	-2.5%	/	/	/	/	-4%	/	13%	-23%
47	O=C(CN1CCC(Cc2ccccc2)CC1)N1CCc2ccccc2C1	3.7%	i	1%	0%	6%	-7%	1.2	-4%	3%
48	Cc1ccc(-c2nc3ccccc3[nH]2)cc1NC(=O)c1ccc2c(c1)OCO2	-0.2%	/	1%	0%	11%	-12%	-0.3	-6%	-19%
49	O=C(CSc1nnc(Cc2ccccc2)o1)c1ccccc1	-0.3%	i	-1%	7%	-5%	0%	0.2	2%	1%
50	Cc1ccc(-c2ncns2)cc1	-0.1%	i	1%	17%	8%	1%	0.4	8%	5%
51	O=C1C2C3c4ccccc4C(c4ccccc43)C2C(=O)N1c1nc(-c2ccccc2)cs1 (stereo not given)	-0.2%	i	1%	-3%	8%	-14%	-1.8	?	-6%
52	COC(C[C@H](O)CC(=O)COCc1ccccc1)OC	-0.3%	i	1%	-9%	10%	8%	-2.4	-3%	-5%
53	Cc1cc2c(C)c(C)c(=O)[nH]c2cc1N	12%	i	-3%	-2%	9%	-8%	-2.5	?	1%
54	CCCCOc1ccc(S(=O)(=O)n2c(C)nc3ccccc32)cc1	0.3%	i	1%	-10%	18%	-18%	-2.7	7.3µM*	-19%
55	CCOC(=O)CCC(=O)NNC(=O)COc1ccc(C(C)C)cc1Br	0.6%	i	?	-10%	3%	?	-0.3	7%	9%
56	CC(Sc1ccccc1)C(=O)NN=C1CCCC1 (stereo not given)	3.9%	i	2%	4%	2%	3%	0.1	0%	12%
57	COc1ccc(CNC(=O)CN2C(=O)C(c3ccccc3)Oc3cccnc32)cc1 (stereo not given)	2.0%	i	-1%	-8%	4%	?	0.7	23µM*	-6%
